D3 antag: antagonists of human D3 dopamine receptor. 2.5% of 360,000 active. D3R cells, DiscoveRx beta-arrestin luminescence, antagonist mode; stronger effect = lower value. P35462. max response, negative = inhibition, %. AID 652054; in the data active = max response below about -50%; inconclusive = no clear call, values can overlap the other calls; note: % is set by controls: 0 for no effect and ±100 for the full control effect; mostly tested at two doses, the higher about 12 µM
Target sequence (P35462 whole entry, looked up): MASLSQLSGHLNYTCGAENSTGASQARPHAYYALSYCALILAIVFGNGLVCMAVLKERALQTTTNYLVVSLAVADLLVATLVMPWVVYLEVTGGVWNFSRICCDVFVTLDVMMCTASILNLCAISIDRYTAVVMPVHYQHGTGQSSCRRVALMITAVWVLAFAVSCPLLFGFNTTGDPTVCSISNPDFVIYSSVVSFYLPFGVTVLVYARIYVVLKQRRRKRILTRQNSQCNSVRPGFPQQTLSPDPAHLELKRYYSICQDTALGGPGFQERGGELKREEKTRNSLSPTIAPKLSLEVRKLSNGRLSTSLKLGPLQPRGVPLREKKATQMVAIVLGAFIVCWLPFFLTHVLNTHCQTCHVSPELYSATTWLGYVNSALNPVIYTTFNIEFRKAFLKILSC
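Cells expressing the human receptor were seeded at 1500 cells/well, incubated overnight at 37 degrees C in 5% CO2, then exposed to library compounds with dopamine controls for 90 minutes at 37 degrees C before luminescent detection.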
KB-3-1 cytotox: kills parental KB-3-1 adenocarcinoma cells; KB-3-1 viability, CellTiter-Glo ATP luminescence, 72 h; Potency, µM (doses to about 46.1 µM), for inactives: top-dose activity change, negative = cytotoxic, actives largely listed as cytotoxic; 1.4% of 400,000 active; AID 1347075; note: potency is the fitted concentration of half-maximal effect; % is set by controls: 0 for no effect and ±100 for the full control effect; nearly all actives have a fitted effect of over 60% in size
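Using CellTiter-Glo luminescence, growth of non-resistant KB-3-1 adenocarcinoma cells is assessed 72 h after pin-tool compound addition at 37 °C. Normalized responses across the concentration series yield fitted curves.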
KB-V1 MDR tox: kills drug-selected multidrug resistant KB-V1 cells. KB-V1 MDR cells viability, CellTiter-Glo, 72 h. Potency, µM (doses to about 46.1 µM), for inactives: at the top dose activity change, negative = cytotoxicity, hits mostly cytotoxic. 3.4% of 400,000 active. AID 1347076; note: potency is the fitted concentration of half-maximal effect; % is set by controls: 0 for no effect and ±100 for the full control effect; nearly all actives have a fitted effect of over 60% in size
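qHTS viability screen in drug-selected KB-V1 MDR cells: 72 h compound treatment at 37 degrees C, ATP luminescence end point.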
IL-1B inflam inh: inflammasome signaling inhibition, IL-1 beta readout; THP-1 LPS/ATP IL-1B secretion, AlphaLISA, 16 h; stronger effect = lower value; activity change, % at 57.5 µM; 4.7% of 360,000 active; AID 743279; in the data active = activity change below about -50%; inconclusive = mostly about -30% to -49%; note: % is set by controls: 0 for no effect and ±100 for the full control effect
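THP-1 cells pretreated 1 hr with compounds (up to 57.5 uM final), then stimulated with LPS (250 ng/mL final) plus ATP (1.25 mM final); secreted IL-1B measured by AlphaLISA after 16 hr, decreased signal indicating inhibition.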
SW480 rereplic: inducers of DNA re-replication in SW480 colon cancer cells. 1.8% of 340,000 active. Potency, µM (series often up to 46.1 µM), without a hit: top-dose re-replication activation, usual class: activators. SW480 DNA re-replication, Hoechst DNA content imaging, 48 h; note: potency is the fitted concentration of half-maximal effect; % of control where 0% means no effect; nearly all actives have a fitted effect of over 55% in size
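Readout is total intensity of Hoechst-stained nuclei, excited at 405 nm and collected at 500-530 nm. Compound treatment lasted 48 hr at 37 C in 5% CO2 before staining.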
GLP-1R agonist: activates the human GLP-1 receptor; HEK293 GLP-1R CRE-luciferase, luminescence, 4-6 h; cells express a hypersensitive GLP-1R form; 0.007% of 380,000 active; Potency, µM (highest dose often 45.6 µM), without a hit: at the highest dose activation, actives largely listed as activators; P43220; note: potency is the fitted concentration of half-maximal effect; % of control where 0% means no effect
Target sequence (P43220 whole entry, looked up): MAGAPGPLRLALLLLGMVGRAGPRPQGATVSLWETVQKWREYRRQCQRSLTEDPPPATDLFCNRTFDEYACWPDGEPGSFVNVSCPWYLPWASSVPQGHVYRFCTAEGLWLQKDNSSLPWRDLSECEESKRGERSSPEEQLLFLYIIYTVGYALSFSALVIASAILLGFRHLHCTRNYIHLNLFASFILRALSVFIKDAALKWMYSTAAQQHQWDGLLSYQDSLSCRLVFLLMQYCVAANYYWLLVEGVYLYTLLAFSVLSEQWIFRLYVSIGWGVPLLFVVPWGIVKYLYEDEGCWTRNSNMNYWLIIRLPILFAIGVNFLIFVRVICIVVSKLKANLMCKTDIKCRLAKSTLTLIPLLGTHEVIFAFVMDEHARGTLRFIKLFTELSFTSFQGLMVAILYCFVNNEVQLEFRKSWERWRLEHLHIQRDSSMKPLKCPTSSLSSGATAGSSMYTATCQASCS
HT1080 IDH1KD tx: toxicity to HT-1080 IDH1 knockdown cells (counter line); 2% of 360,000 active; AID 686971; Potency, µM (top dose mostly 46.1 µM), for inactives: at the top dose activity, negative = toxicity, actives largely listed as cytotoxic; HT-1080 IDH1 knockdown viability, ATP luminescence, 48 h;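 note: potency is the fitted concentration of half-maximal effect; 0% = DMSO wells and -100% = cell-free medium wells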
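IDH1KD HT-1080 cells, 750/well, RPMI + 5% FBS; compound pinned after 2 h settling; 48 h, 37 °C; CellTiter-Glo luminescence; % activity normalised to DMSO and no-cell wells; curves fitted, classed by r2 and efficacy.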
HT1080NT lethal: kills 2HG-producing HT-1080-NT fibrosarcoma cells; AID 686970; HT-1080-NT fibrosarcoma viability, CellTiter-Glo ATP luminescence, 48 h; Potency, µM (top dose mostly 46.1 µM), inactives show at the highest dose activity, negative = less viability, actives largely listed as cytotoxic; 1.6% of 360,000 active;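 note: NT is the 2HG producing partner of a matched IDH1 knockdown line; potency is the fitted concentration of half-maximal effect; 0% = DMSO-treated cells and -100% = media-only wells without cells; nearly all actives have a fitted effect of over 55% in size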
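Read-out is CellTiter-Glo luminescence after 10 minutes at room temperature, following 48 hours' compound treatment of HT-1080-NT cells (750 cells/well, RPMI, 5% FBS, 37 degrees C).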
D3 ag: D3 dopamine receptor (human) agonism; D3R DiscoveRx beta-arrestin cells, luminescence, 90 min; 0.58% of 410,000 active; AID 652048; P35462; max activation, %; in the data active = max activation above about 30%; note: 0% is about no effect; mostly tested at two doses, the higher about 12 µM
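Cells at 1500/well, incubated overnight, then treated with pinned compounds (dopamine as control) for 90 min at 37 degrees C. DiscoveRx reagent added for 30 - 60 minutes at room temperature; luminescence read.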
An asterisk follows results filed as active; i = inactive; ? = inconclusive; nt = not tested or not shown; & = joins results of further samples; [ ] = another dose, or the depositor's remark. Unless noted, calls come from the whole dose curve; as a rule, active = well fitted curve in the direction sought with a large enough effect; inconclusive = small, poorly fitted or top-dose-only effect, or another doubt; inactive = no such curve, though single readings can be large; an effect the other way counts as inactive or inconclusive. Compounds were not picked by outcome; 12% or so of the library scored in one or more.

Labels used below – A = D3 antag; B = KB-3-1 cytotox; C = KB-V1 MDR tox; D = IL-1B inflam inh; E = SW480 rereplic; F = GLP-1R agonist; G = HT1080 IDH1KD tx; H = HT1080NT lethal; I = D3 ag
1. Cc1nn(-c2ccccc2)c(Cl)c1/C=N/NC(=O)c1cccnc1
  A: 2; B: 22%; C: -15%; D: 0; E: -6%; F: 13%; G: -1%; H: -1%; I: -6

2. O=C(NC(Cc1c[nH]c2ccccc12)C(=O)N1CCOCC1)c1cccs1 (centres undefined)
  A: 6; B: 14%; C: 0%; D: 1; E: 1%; F: 12%; G: 13%; H: 15%; I: 3

3. Cc1ccc(-c2cc(Cc3ccc(N(C)C)cc3)c(=O)[nH]n2)cc1
  A: -2; B: -6%; C: -4%; D: -22; E: 3%; F: 4%; G: 1%; H: -2%; I: 2

4. COc1ccc(-c2ccc(CN3C(CC(C)C)C(=O)N(Cc4cn(CC5CCCCC5)nn4)CCS3(=O)=O)cc2)cc1 (centres undefined)
  A: -12; B: ?; C: ?; D: 18; E: nt; F: 6%; G: ?; H: ?; I: -8

5. COC(=O)[C@H](CC(C)C)NC(=O)N1CCC(C)CC1
  A: -21; B: -2%; C: 3%; D: 4; E: -3%; F: 1%; G: 16%; H: ?; I: -5

6. CC(OC(=O)CNC(=O)c1ccc(F)cc1)C(=O)Nc1ccc(S(=O)(=O)N2CCOCC2)cc1 (centres undefined)
  A: 28; B: 20%; C: 0%; D: 0; E: -36%; F: -7%; G: 7%; H: ?; I: 12

7. CC1(C(=O)O)CCCN(C(=O)c2cc3ccccc3s2)C1 (centres undefined)
  A: 8; B: 0%; C: 4%; D: 19; E: nt; F: -1%; G: 13%; H: 18%; I: 0

8. Cc1cccc(C(=O)Nc2ccc3c(c2)ncn3C)c1
  A: 0; B: 0%; C: -4%; D: ?; E: 3%; F: 2%; G: 16%; H: 26%; I: -14

9. COC(=O)N1[C@H](Cc2ccccc2)C=C[C@]1(C)C(=O)NCc1ccccn1
  A: 0; B: 0%; C: 0%; D: 13; E: -37%[inhibitor]; F: 6%; G: 1%; H: 8%; I: -6

10. Cc1ccc2sc(C)[n+](CCCS(=O)(=O)[O-])c2c1
  A: ?; B: 4%; C: 19%; D: 0; E: -13%; F: 3%; G: 22%; H: 22%; I: -10

11. Cc1ccc(NC(=O)CS(=O)CC(=O)N(C2CCCC2)C(C)C(=O)NC2CCCCC2)cc1 (centres undefined)
  A: -5; B: 4%; C: ?; D: -22; E: -1%; F: 0%; G: -5%; H: 2%; I: 0

12. Cc1cc(C)c(S(=O)(=O)c2c(C)cccc2C)c(OCC(C)C)n1
  A: -23; B: ?; C: 0%; D: 28; E: 0%; F: -10%; G: -7%; H: -11%; I: 1

13. CCCCn1nnc(NC(=O)CC23CC4CC(CC(C4)C2)C3)n1
  A: 22; B: -3%; C: -16%; D: -10; E: -5%; F: 0%; G: -14%; H: -7%; I: -7

14. CC1(CCc2ccccc2)NC(=O)N(CC(=O)N2CC(=O)Nc3ccccc32)C1=O (centres undefined)
  A: 0; B: -7%; C: ?; D: -14; E: -11%; F: 9%; G: 5%; H: -1%; I: -3

15. CCC(=O)NC(=S)Nc1ccc(NC(=O)c2ccco2)cc1
  A: 7; B: 3%; C: 0%; D: ?; E: -7%; F: 25%; G: 20%; H: 12%; I: 1

16. NC(=O)c1cc(C(=O)Cc2ccccc2)c[nH]1
  A: 0; B: 1%; C: -3%; D: 20; E: -1%; F: 6%; G: 12%; H: 1%; I: -2

17. Cc1cc(C)c(C)c(S(=O)(=O)NNC(=O)c2cccc(S(=O)(=O)N3CCOCC3)c2)c1C
  A: 8; B: 16%; C: -6%; D: 1; E: 1%; F: 0%; G: 4%; H: 5%; I: 0

18. COC(=O)CCCN1C(=O)c2cccc3cccc(c23)C1=O
  A: -7; B: -3%; C: -3%; D: -1; E: ?; F: 3%; G: -12%; H: -5%; I: 0

19. Cn1c(C(C(=O)NCC2CCCO2)N(CCc2ccccc2)C(=O)Cn2nnc3ccccc32)nc2ccccc21 (centres undefined)
  A: 20; B: 2%; C: ?; D: 4; E: 2%; F: 21%; G: 10%; H: 8%; I: 0

20. O=C1COc2ccc(C(=O)COC(=O)Cc3c(F)cccc3Cl)cc2N1
  A: -5; B: 12%; C: -8%; D: -8; E: -5%; F: 24%; G: 14%; H: -1%; I: -4

21. Cc1ccccc1/C=C/C1=NCCN1
  A: ?; B: 0%; C: ?; D: -92*; E: -85%[inhibitor]; F: 8%; G: 0%; H: 0%; I: 0

22. COc1cc(C(=O)NCC(=O)N/N=C/c2ccccn2)cc(OC)c1OC
  A: 14; B: 26%; C: -2%; D: 10; E: -7%; F: 12%; G: 14%; H: 12%; I: 1

23. O=C(CSc1nnc(CNC(=O)c2ccccc2)o1)c1ccccc1
  A: -30; B: 10%; C: -11%; D: i; E: ?; F: -3%; G: -4%; H: -6%; I: -9

24. CC1(C)CC(=O)C(C=NCCc2ccc(S(N)(=O)=O)cc2)=C(O)C1
  A: 18; B: 15%; C: 6%; D: 21; E: -19%; F: -9%; G: -1%; H: 15%; I: 2

25. CC(C)OCCCNC(=O)CN1C(=O)CSc2ccc(S(=O)(=O)N3CCOCC3)cc21
  A: 0; B: -1%; C: -9%; D: -6; E: nt; F: 4%; G: 2%; H: 0%; I: -17&-2

26. COc1ccc(CNC[C@H]2O[C@@H](n3ccc(=O)[nH]c3=O)[C@H](O)[C@@H]2O)cc1
  A: 4; B: 0%; C: 4%; D: 5; E: nt; F: -2%; G: 6%; H: 0%; I: 1

27. CN1CCN(c2nc3ccccc3nc2C(C#N)S(=O)(=O)c2ccccc2)CC1 (centres undefined)
  A: 1; B: ?; C: -23%; D: ?; E: 16%; F: -8%; G: -1%; H: -1%; I: -11

28. COCCC(=O)N1CCC(Oc2ccc(C(=O)NCCC3=CCCCC3)cc2)CC1
  A: 12; B: -2%; C: ?; D: 2; E: -27%; F: 4%; G: -2%; H: -8%; I: -4

29. O=C(CNC(=O)c1ccc([N+](=O)[O-])cc1)c1ccccc1
  A: -21; B: 1%; C: 0%; D: -17; E: -6%; F: -8%; G: 3%; H: 22%; I: 2

30. CC1(c2nnc(-c3ccccc3)o2)CC(c2ccncc2)=NO1 (centres undefined)
  A: 17; B: 8%; C: 15%; D: -1; E: -3%; F: 5%; G: 15%; H: 12%; I: -1

Single records, from the list above.
Shown for Cn1c(C(C(=O)NCC2CCCO2)N(CCc2ccccc2)C(=O)Cn2nnc3ccccc32)nc2ccccc21 (centres undefined) = D3 antag = 20; KB-3-1 cytotox = 2%; KB-V1 MDR tox = ?; IL-1B inflam inh = 4; SW480 rereplic = 2%; GLP-1R agonist = 21%; HT1080 IDH1KD tx = 10%; HT1080NT lethal = 8%; D3 ag = 0
Shown for CN1CCN(c2nc3ccccc3nc2C(C#N)S(=O)(=O)c2ccccc2)CC1 (centres undefined) = D3 antag = 1; KB-3-1 cytotox = ?; KB-V1 MDR tox = -23%; IL-1B inflam inh = ?; SW480 rereplic = 16%; GLP-1R agonist = -8%; HT1080 IDH1KD tx = -1%; HT1080NT lethal = -1%; D3 ag = -11

Further compounds.
Labels used below – A = D3 antag; B = KB-3-1 cytotox; C = KB-V1 MDR tox; D = IL-1B inflam inh; E = SW480 rereplic; F = GLP-1R agonist; G = HT1080 IDH1KD tx; H = HT1080NT lethal; I = D3 ag
31. COCCn1nnnc1C(c1ccc(O)c(OC)c1)N1CCc2ccccc2C1 (centres undefined)
  A: -18; B: 2%; C: 0%; D: -13; E: 20%; F: 0%; G: 2%; H: -4%; I: -21

32. Cc1nn(-c2nc(-c3ccco3)cc(C(F)(F)F)n2)c(C)c1Br
  A: 37; B: 3%; C: 12%; D: 16; E: -2%; F: -10%; G: 27%; H: 29%; I: 0

33. C=CCC1NCCc2c(Br)cccc21 (centres undefined)
  A: -1; B: 12%; C: 10%; D: -4; E: 2%; F: 22%; G: 6%; H: 4%; I: 2

34. CCN(C(=O)COc1cc(=O)n(CC)c2ccccc12)c1cccc(Cl)c1
  A: -7; B: ?; C: 2.1µM*; D: -13; E: 0%; F: 8%; G: 12%; H: -11%; I: 3

35. CCC(C)NC(=O)C1CCC(CNS(=O)(=O)c2ccccc2)CC1 (centres undefined)
  A: 8; B: 4%; C: -2%; D: 9; E: -9%; F: -1%; G: 1%; H: -1%; I: -2

36. Cc1ccc(CNC(=O)c2ccc(CNc3c(N4CCCC4)c(=O)c3=O)cc2)cc1
  A: -5; B: -2%; C: 24%; D: 20; E: 1%; F: 0%; G: 8%; H: 5%; I: 4

37. COc1cc(C(=O)COC(=O)Cc2cnc3sccn23)cc(OC)c1OC
  A: -4; B: 5%; C: 9%; D: -9; E: 0%[9.22 µM]; F: 8%; G: 12%; H: 9%; I: 0

38. CCOc1ccc(N(CC)S(=O)(=O)c2ccc3c(c2)oc(=O)n3C)cc1
  A: 5; B: ?; C: ?; D: 18; E: -12%; F: 13%; G: -13%; H: -2%; I: -3

39. COCC(C)n1c(SCC(=O)N2CCc3ccccc3C2)nc2ccccc2c1=O (centres undefined)
  A: -22; B: -17%; C: -13%; D: -24; E: -2%; F: 22%; G: -1%; H: -4%; I: 2

40. O=C(Cn1cnc2ccccc2c1=O)NNC(=O)c1ccccc1
  A: 4; B: 2%; C: 27%; D: 12; E: -2%; F: 1%; G: 15%; H: 3%; I: -4

41. CC(C)[C@H](NS(=O)(=O)c1ccccc1)C(=O)OCC(=O)N1N=C(c2ccc(Cl)cc2)CC1c1ccco1 (some centres undefined)
  A: -15; B: 0%; C: ?; D: -72*; E: -1%; F: 30%; G: ?; H: ?; I: -5

42. COc1cccc(-c2nc(CS(=O)(=O)CC(=O)NCCCN3CC(C)CC(C)C3)c(C)o2)c1 (centres undefined)
  A: ?; B: ?; C: 5%; D: -12; E: 2%; F: -3%; G: ?; H: ?; I: -16

43. CCCCNC(=O)c1sc(=S)n2c1[nH]c(=O)c1ccccc12
  A: -50*; B: 0%; C: 0%; D: -4; E: -9%; F: -10%; G: -2%; H: -3%; I: 0
